G9a block: qHTS Assay for Inhibitors of Histone Lysine Methyltransferase G9a; G9a H3K9 monomethylation, AlphaScreen, 2 h; Potency, µM (series often up to 102 µM), without a hit: at the highest dose activity, negative = inhibition, usual class: inhibitors; 8.8% of 350,000 active; note: potency is the fitted concentration of half-maximal effect; % is set by controls: 0 for no effect and ±100 for the full control effect; nearly all actives have a fitted effect of over 75% in size
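G9a (20 nM) was preincubated 15 min with compound, then reacted 2 h at room temperature with 500 nM biotin-H3K9 peptide and 20 µM SAM. Monomethyl-H3K9 detected by AlphaScreen using anti-H3K9me1 antibody.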
GLS inh: qHTS for Inhibitors of Glutaminase (GLS); Glutaminase kidney isoform, mitochondrial (Homo sapiens), O94925; 0.21% of 410,000 active; Potency, µM (series often up to 45.5 µM), for the others: at the top dose activity change, negative = inhibition, hits mostly inhibitors; AID 624170, 2012; GLS enzymatic activity, qHTS titration; note: potency is the fitted concentration of half-maximal effect; % is set by controls: 0 for no effect and ±100 for the full control effect
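Enzyme dispensed in phosphate buffer (45 mM, pH 8.2, 0.02% Tween-20), compounds pinned in, then 1 mM L-glutamine solution and the glutamate oxidase–HRP–Amplex Red mix added; fluorescence read immediately and again after 30 min at room temperature.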
JMJD2A Tudor: qHTS Assay for Inhibitors of JMJD2A-Tudor Domain. Potency, µM (doses to about 114 µM), for the others: top-dose activity change, negative = inhibition, hits mostly inhibitors. 4.4% of 390,000 active. Lysine-specific demethylase 4A (Homo sapiens), O75164. AID 504339, 2011. AlphaScreen JMJD2A-Tudor / H3K4me3 peptide binding; note: potency is the fitted concentration of half-maximal effect; % is set by controls: 0 for no effect and ±100 for the full control effect; nearly all actives have a fitted effect of over 50% in size
HP1b binding inh: HTS for Inhibitors of HP1-beta Chromodomain Interactions with Methylated Histone Tails; Chromobox protein homolog 1 (Homo sapiens), P83916; AlphaScreen HP1-beta / biotin-H3K9me3 peptide binding; Potency, µM (series often up to 114 µM), inactives show at the top dose activity change, negative = inhibition, usual class: inhibitors; 0.56% of 390,000 active; AID 540317, 2011; note: potency is the fitted concentration of half-maximal effect; nearly all actives have a fitted effect of over 70% in size; inactives centre near 23
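HP1-beta protein (50 nM final) preincubated 30 min at room temperature with biotinylated H3(1-18)K9me3 peptide (50 nM) in PBS pH 7.4, 0.01% Tween-20, then compound added for 30 min. AlphaScreen streptavidin donor/nickel chelate acceptor beads (10 ug/mL final), 30 min dark, luminescence read.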
Tb PGK inh: qHTS Assay to Find Inhibitors of Phosphoglycerate Kinase; Phosphoglycerate kinase, glycosomal (Trypanosoma brucei brucei), P07378; PGK/GAPDH coupled, Kinase-Glo luminescence, 60 min; Potency, µM (top dose mostly 57.5 µM), for the others: top-dose activity change, negative = inhibition, most hits filed as inhibitors; 0.043% of 380,000 active; AID 602233, 2012; note: potency is the fitted concentration of half-maximal effect; % is set by controls: 0 for no effect and ±100 for the full control effect; nearly all actives have a fitted effect of over 60% in size
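Recombinant glycosomal PGK reaction used 1,3-bisphosphoglycerate generated in-well by GAPDH (100nM final) in 100mM TEA pH 7.6, 5mM MgCl2, 0.01% Tween-20. After 60 minutes at room temperature, ATP was read by Kinase-Glo Plus luminescence end-point.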
Pin1 inh: qHTS Assay to Find Inhibitors of Pin1; Pin1 FP peptide displacement, HiFluor488, 10 min; Potency, µM (titrated, usually from 115 µM), inactives show top-dose activity, negative = inhibition, most hits filed as inhibitors; 0.009% of 390,000 active; AID 504891, 2011; active = well fitted inhibition curve with a large enough effect in the polarisation, with a control signal flat, not every such curve was filed as active; inconclusive = small, poorly fitted or top-dose-only effect, or effect the other way, or a change in a side signal; inactive = no such curve, though single readings can be large or run the other way; the % refers to the polarisation; note: potency is the fitted concentration of half-maximal effect; % is set by controls: 0 for no effect and ±100 for the full control effect
POLH inh: qHTS for Inhibitors of Polymerase Eta; DNA polymerase eta (Homo sapiens), Q9Y253; recombinant Pol eta, fluorescent DNA replication assay; Potency, µM (doses to about 114 µM), without a hit: at the top dose activity change, negative = inhibition, most hits filed as inhibitors; 1.2% of 390,000 active; AID 588591, 2011; note: potency is the fitted concentration of half-maximal effect; % is set by controls: 0 for no effect and ±100 for the full control effect
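Pol eta (10 nM) was preincubated with compounds for 15 min at room temperature, after which fluorescent replication substrate (50 nM final) was added to start the reaction. Fluorescence was read kinetically at 0 and 10 min.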
BAZ2B inh: qHTS Assay for Inhibitors of BAZ2B. Bromodomain adjacent to zinc finger domain protein 2B (Homo sapiens), Q9UIF8. AlphaScreen BAZ2B-H3K14Ac peptide displacement. AID 504333, 2011. 4.4% of 360,000 active. Potency, µM (series often up to 114 µM), inactives show at the top dose activity change, negative = inhibition, actives largely listed as inhibitors; note: potency is the fitted concentration of half-maximal effect; % is set by controls: 0 for no effect and ±100 for the full control effect; nearly all actives have a fitted effect of over 60% in size
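Complex of BAZ2B and biotin-H3K14Ac (50 nM apiece) forms over 30 min at RT, then faces library compounds up to 110 uM for another 30 min; AlphaScreen beads added, 20 min dark incubation, luminescence read.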
PI4K2A block: qHTS for small molecular inhibitors of PI4K2A; 0.13% of 420,000 active; AID 1346378, 2018; activity change, negative = inhibition, % at 76.9 µM; purified PI4K2A, ADP-Glo luminescence, 1 h; stronger effect = lower value; in the data active = activity change below about -50%; inconclusive = mostly about -30% to -49%;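 note: -100% = wells without enzyme as full effect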
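ADP-Glo luminescence measured ADP generated by PI4K2A enzyme (4 ug/mL before mixing) with 1.2 mM PI substrate (pre-mix) and 300 microM ATP (pre-mix). Tris pH7.5 buffer with MgCl2, Triton X-100; 1 h reaction at ambient temperature.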
Active calls of the source: *; [ ] = another dose, or the depositor's remark. Unless noted, calls come from the whole dose curve; as a rule, active = well fitted curve in the direction sought with a large enough effect; inconclusive = small, poorly fitted or top-dose-only effect, or another doubt; inactive = no such curve, though single readings can be large; an effect the other way counts as inactive or inconclusive. The list is partial (hit frequency here may not be typical).

`COc1ccc(C(=O)CSc2nnc3ccc(-c4ccccn4)nn23)cc1` gave G9a block 1%[59 µM], GLS inh 3%, JMJD2A Tudor -8%[11.4 µM], HP1b binding inh 52%[activator], Tb PGK inh -2%, Pin1 inh 3%, POLH inh 27%, BAZ2B inh -19% and PI4K2A block -4.
C=CCOC(=O)C1=C[C@@H](c2coc3ccccc3c2=O)C[C@@H](OCc2ccc(CO)cc2)O1 was read as GLS inh 12%, JMJD2A Tudor -32%, HP1b binding inh 20%, Tb PGK inh -2%, Pin1 inh -11%, POLH inh -7%, BAZ2B inh -24% and PI4K2A block 4.
`Cc1ccc(C(=O)OCC(=O)Nc2ccccc2C(F)(F)F)cc1S(=O)(=O)N1CCOCC1` gave G9a block 33%[0.501 µM], GLS inh 3%, JMJD2A Tudor 6%, HP1b binding inh -24%, Tb PGK inh 7%, Pin1 inh 17%, POLH inh 11%, BAZ2B inh 2% and PI4K2A block -2.
`COCC(=O)Nc1nc2n(n1)C(c1ccccc1)CC(c1ccc(OC)cc1)N2` (stereo not given) gave G9a block inconclusive, GLS inh 3%, JMJD2A Tudor 56µM*, HP1b binding inh 32%[activator], Tb PGK inh -6%, Pin1 inh inconclusive, POLH inh -3%, BAZ2B inh inconclusive and PI4K2A block 2.
O=C(Cn1cnnn1)NCCc1ccc(Cl)cc1Cl was read as G9a block 2%, GLS inh 0%, JMJD2A Tudor -14%, HP1b binding inh -6%, Tb PGK inh -2%, Pin1 inh 0%, POLH inh -18%, BAZ2B inh 4% and PI4K2A block 5.
Screening Cc1cc(C)n2nc(SCC(=O)N3CCCC3)nc2n1 returned GLS inh -12%, JMJD2A Tudor inconclusive, HP1b binding inh 29%, Tb PGK inh inactive, Pin1 inh -6%, POLH inh -20% and PI4K2A block -5.
`CCC(C(=O)Nc1cccc(-c2cn3cccnc3n2)c1)c1ccccc1` (stereo not given) gave G9a block 0%[59 µM], GLS inh 1%, JMJD2A Tudor -20%, HP1b binding inh 28%[57 µM], Tb PGK inh -4%, Pin1 inh -3%, POLH inh -15%, BAZ2B inh -18% and PI4K2A block 1.
O=C(CCn1ccc2ccccc21)NC1CCCc2ccccc21 (stereo not given) was read as G9a block 26%[12.7 µM], GLS inh 0%, JMJD2A Tudor -16%, HP1b binding inh 19%, Tb PGK inh inactive, Pin1 inh 11%, POLH inh -20%, BAZ2B inh 0% and PI4K2A block 0.
For COc1ccccc1N(CC(=O)NCCSc1ccccc1)S(C)(=O)=O the results were G9a block 19%[59 µM], GLS inh 1%, JMJD2A Tudor -10%, HP1b binding inh 16%, Pin1 inh -1%, POLH inh -1%, BAZ2B inh -5% and PI4K2A block -2.
Screening c1ccc(-c2ccc3c(c2)NCCN3)cc1 returned G9a block inconclusive, GLS inh 37%[activator], JMJD2A Tudor 45µM*, HP1b binding inh inconclusive, Pin1 inh 5%, POLH inh -23%, BAZ2B inh 56µM* and PI4K2A block -3.
For Cc1ccc(N=Nc2[nH]c3ccccc3c2O)cc1 the results were G9a block 14µM*, GLS inh 1%, JMJD2A Tudor inconclusive, HP1b binding inh 32%, Tb PGK inh 3%, Pin1 inh inconclusive, POLH inh -19%, BAZ2B inh 56µM* and PI4K2A block 0.
Screening S=C(NCC1CCCO1)NC1CCCC1 (stereo not given) returned G9a block -2%, GLS inh 7%, JMJD2A Tudor -2%, HP1b binding inh 43%[activator], Tb PGK inh -4%, Pin1 inh 0%, POLH inh 2%, BAZ2B inh -15% and PI4K2A block 0.
`COC(=O)CC(C(=O)Nc1cc(C(=O)OC)cc(C(=O)OC)c1)N1CCN(C)CC1` (stereo not given) gave GLS inh -6%, JMJD2A Tudor -6%, HP1b binding inh 8%, Tb PGK inh 1%, Pin1 inh 2%, POLH inh -15% and PI4K2A block -1.
For COC(=O)NCC(c1cccnc1)N1CCOCC1 (stereo not given) the results were G9a block inconclusive, GLS inh -18%, JMJD2A Tudor 2%, HP1b binding inh 55%[activator], Tb PGK inh inactive, Pin1 inh 3%, POLH inh -9%, BAZ2B inh -2% and PI4K2A block -3.
For CCOc1cc(-c2ccc(OC(=O)c3ccc(Cl)cc3)c(OC)c2)cc(=O)c2c(C)oc(C)c12 the results were G9a block inconclusive, GLS inh -18%, JMJD2A Tudor inconclusive, HP1b binding inh -8%, Tb PGK inh -7%, Pin1 inh 8%, POLH inh -12%, BAZ2B inh inconclusive and PI4K2A block 0.
`c1nc(N2CCN(Cc3ccc4c(c3)OCO4)CC2)c2[nH]cnc2n1` gave G9a block -7%, GLS inh 3%, JMJD2A Tudor -23%, HP1b binding inh 59%[activator], Tb PGK inh 0%, Pin1 inh 1%, POLH inh -10%, BAZ2B inh 6% and PI4K2A block -3.
Screening CC(=O)Nc1sc(C)c(C)c1C(=O)OC1CCOC1=O (stereo not given) returned G9a block -8%[59 µM], GLS inh 3%, JMJD2A Tudor -2%, HP1b binding inh 10%, Tb PGK inh -6%, Pin1 inh 1%, POLH inh -9%, BAZ2B inh -35% and PI4K2A block 5.
CC(=O)Nc1ccc(-c2cc(C(=O)O)c3c(-c4ccccc4)[nH]nc3n2)cc1 was read as G9a block 8%[59 µM], GLS inh -2%, JMJD2A Tudor 1%, HP1b binding inh 26%, Tb PGK inh 8%, Pin1 inh -7%, POLH inh 5%, BAZ2B inh 1% and PI4K2A block -3.
Screening CN1C(=O)CC(C(=O)Nc2ccccc2F)SC1=Nc1ccc2c(c1)OCO2 (stereo not given) returned G9a block 15%, GLS inh 0%, JMJD2A Tudor 7%, HP1b binding inh 29%, Tb PGK inh -13%, Pin1 inh 3%, POLH inh -22%, BAZ2B inh -8% and PI4K2A block -4.
Screening Cc1snc(S(=O)(=O)/C(C#N)=N/Nc2ccc(C(F)(F)F)cc2)c1C#N returned G9a block inconclusive, GLS inh 8%, JMJD2A Tudor inconclusive, HP1b binding inh inconclusive, Tb PGK inh -8%, Pin1 inh inconclusive, POLH inh 0%, BAZ2B inh inconclusive and PI4K2A block -1.
`CN(CCOc1ccc(F)cc1)Cc1ccccc1` gave G9a block 10µM*, GLS inh -2%, JMJD2A Tudor 0.79µM*, HP1b binding inh inconclusive, Tb PGK inh 3%, Pin1 inh -7%, POLH inh -19%, BAZ2B inh 50µM* and PI4K2A block 2.
Cc1nn(CC(=O)NCCc2ccccc2)c(=O)c2ccccc12 was read as G9a block -11%[59 µM], GLS inh 9%, JMJD2A Tudor 7%, HP1b binding inh 29%, Tb PGK inh -8%, Pin1 inh -9%, POLH inh -16%, BAZ2B inh 4% and PI4K2A block 14.
O=C(CC1C(=O)N(c2ccc(F)cc2)C(=O)N1Cc1cccnc1)Nc1ccc(F)cc1 (stereo not given) was read as G9a block -30%[59 µM], GLS inh -8%, JMJD2A Tudor -5%, HP1b binding inh 31%, Tb PGK inh inactive, Pin1 inh -9%, POLH inh -13%, BAZ2B inh -6% and PI4K2A block 3.
For Cn1c(N)c(C(=O)COC(=O)C2=COCCO2)c(=O)n(C)c1=O the results were G9a block -12%, GLS inh 5%, JMJD2A Tudor -4%, HP1b binding inh 39%, Tb PGK inh -1%, Pin1 inh 2%, POLH inh -13%, BAZ2B inh inconclusive and PI4K2A block 2.
`CCOCCCNC(=O)CN(c1cc([N+](=O)[O-])ccc1OC)S(C)(=O)=O` gave GLS inh -13%, JMJD2A Tudor -25%, HP1b binding inh -5%, Tb PGK inh -3%, Pin1 inh -6%, POLH inh -13%, BAZ2B inh -8% and PI4K2A block 4.
For O=c1[nH]c(-c2ccccc2)c(-c2ccccc2)[nH]1 the results were G9a block inconclusive, GLS inh 27%, JMJD2A Tudor -15%[57.1 µM], HP1b binding inh -12%, Tb PGK inh -8%, Pin1 inh -4%, POLH inh -7%, BAZ2B inh inconclusive and PI4K2A block 1.

Structural class, the entries above containing an aryl thioether with sulfur outside any ring.
`COc1ccc(C(=O)CSc2nnc3ccc(-c4ccccn4)nn23)cc1` gave G9a block 1%[59 µM], GLS inh 3%, JMJD2A Tudor -8%[11.4 µM], HP1b binding inh 52%[activator], Tb PGK inh -2%, Pin1 inh 3%, POLH inh 27%, BAZ2B inh -19% and PI4K2A block -4.
Screening Cc1cc(C)n2nc(SCC(=O)N3CCCC3)nc2n1 returned GLS inh -12%, JMJD2A Tudor inconclusive, HP1b binding inh 29%, Tb PGK inh inactive, Pin1 inh -6%, POLH inh -20% and PI4K2A block -5.
For COc1ccccc1N(CC(=O)NCCSc1ccccc1)S(C)(=O)=O the results were G9a block 19%[59 µM], GLS inh 1%, JMJD2A Tudor -10%, HP1b binding inh 16%, Pin1 inh -1%, POLH inh -1%, BAZ2B inh -5% and PI4K2A block -2.

Source: PubChem (National Center for Advancing Translational Sciences (NCATS))
